From PubChem
FXIIa inh 1536: blocks human coagulation factor XIIa protease activity. P00748. purified FXIIa, Boc-QGR-AMC fluorogenic substrate, 2 h. inhibition, % at 5 µM. 220,000 compounds, 0.3% hits. AID 800; in the data active = inhibition above about 40%;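 also: 0% = enzyme with no compound and 100% = blank without enzyme; many of its hits are not listed in these tables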
Cl transport mod: KCC2 (human) Cl- transport modulation; KCC2 cells, thallium flux FluoZin-2 fluorescence; B-score of Tl+ flux slope (higher = more flux/activation; lower = inhibition) at 10 µM; 190,000 compounds, 2.2% hits; AID 1456;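 active = thallium flux slope and its plate-corrected score both differing from the plate sample mean at a set confidence after two filtering rounds, in either direction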;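 also: slope of fluorescence scaled to starting intensity during 10 to 20 s after thallium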
thrombin 1536: inhibitors of human thrombin. alpha-thrombin, Boc-VPR-AMC fluorogenic substrate cleavage. inhibition, % at 5 µM. 220,000 compounds, 0.26% hits;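 active = inhibition at or above 40%; inactive = inhibition below 40%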;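 also: 0% = enzyme with no compound and 100% = wells without enzyme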
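Material: human alpha-thrombin protein. Incubation: reaction at ambient temperature. Technique: fluorescence of released AMC, ex 355 nm, em 460 nm. Control set: no-compound enzyme wells and no-enzyme blanks. Also added: Boc-VPR-AMC substrate, 15 µM final. Buffer or medium: pH 7.5 Tris (50 mM) with NaCl 150 mM, Tween 20 0.05%.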
Wee1 stabilizer: human Wee1 degradation inhibition, primary screen. 220,000 compounds, 1.2% hits. reporter increase, % at 5 µM. P30291. AID 1321. HeLa Luc-Wee1K328M stability, luciferase luminescence; 100% = proteasome inhibitor MG132 effect;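 active = activation above the mean of all tested compounds plus 3 SD, set per screening run, cut at about 8.8% in these data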;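 also: cells exposed to compound for 20 h before luminescence read; 0% = DMSO alone and 100% = MG132 at 30 µM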
PERK inhibitor: blocks human PERK kinase. 220,000 compounds, 0.17% hits. inhibition, % at 5.6 µM. CHO PERK-DD fusion, SEAP luminescence translation reporter. Q9NZJ5;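 active = inhibition above the mean inhibition of all tested compounds plus 3 SD, set separately per screening campaign, cut at about 2.9% in these data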;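 also: PERK kinase domain activated by AP20187 dimerizer at 100 nM; 0% = DMSO with dimerizer and 100% = rapamycin at 8.4 µM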
KLK5 inh: blocks human kallikrein 5 protease activity; inhibition, % at 5 µM; 210,000 compounds, 0.59% hits; AID 873; Q9Y337; recombinant hK5, fluorogenic AMC substrate cleavage;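 active = inhibition of 40% or more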;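 also: 0% = enzyme controls without compound and 100% = no-enzyme blanks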
Target sequence (Q9Y337 67-293 limits assumed): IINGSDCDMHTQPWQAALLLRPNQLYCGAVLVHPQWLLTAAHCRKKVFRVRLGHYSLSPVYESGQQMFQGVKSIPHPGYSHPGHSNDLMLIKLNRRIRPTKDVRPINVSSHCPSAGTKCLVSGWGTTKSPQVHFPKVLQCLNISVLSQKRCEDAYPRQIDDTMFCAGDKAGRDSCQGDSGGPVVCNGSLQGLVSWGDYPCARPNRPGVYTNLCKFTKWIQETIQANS
p97 ATPase inh: human p97 ATPase inhibition; P55072; recombinant p97 ATPase, Kinase-Glo ATP luminescence, 3 h; inhibition, % at 8 µM; 220,000 compounds, 0.42% hits; AID 1481; in the data active = inhibition above about 15%;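 also: 0% = DMSO vehicle and 100% = wells lacking enzyme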
FXIa inh: inhibitors of human coagulation factor XIa; P03951; purified FXIa, Boc-Glu-Ala-Arg-AMC fluorogenic substrate; inhibition, % at 5 µM; 220,000 compounds, 0.14% hits; AID 798;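 active = inhibition of at least 40%; inactive = inhibition below 40%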;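 also: fluorescence of freed AMC excited at 355 nm; 0% = enzyme without compound and 100% = no enzyme blank; many of its hits are not listed in these tables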
Furin inh: inhibitors of human furin | purified furin, fluorogenic substrate cleavage | inhibition, % at 30 µM | 220,000 compounds, 0.061% hits | AID 463115; in the data active = inhibition above about 25%; also: inactives centre near -15
Target sequence (P09958 108-714 limits assumed): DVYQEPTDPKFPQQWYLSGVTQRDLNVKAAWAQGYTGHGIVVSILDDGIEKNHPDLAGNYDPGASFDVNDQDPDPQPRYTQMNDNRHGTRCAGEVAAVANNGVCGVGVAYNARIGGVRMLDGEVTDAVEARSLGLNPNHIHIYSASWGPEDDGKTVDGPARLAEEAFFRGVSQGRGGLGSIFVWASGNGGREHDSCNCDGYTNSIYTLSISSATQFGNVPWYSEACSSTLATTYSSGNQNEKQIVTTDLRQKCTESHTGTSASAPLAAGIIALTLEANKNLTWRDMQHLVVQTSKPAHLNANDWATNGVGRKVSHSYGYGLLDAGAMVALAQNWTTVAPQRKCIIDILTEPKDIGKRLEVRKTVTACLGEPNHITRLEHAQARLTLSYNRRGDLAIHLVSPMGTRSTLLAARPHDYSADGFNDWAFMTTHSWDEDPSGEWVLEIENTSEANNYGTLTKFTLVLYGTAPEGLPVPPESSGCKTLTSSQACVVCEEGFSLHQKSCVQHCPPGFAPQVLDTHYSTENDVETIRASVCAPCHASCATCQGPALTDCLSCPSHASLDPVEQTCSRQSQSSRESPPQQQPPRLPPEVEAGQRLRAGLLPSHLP
Active calls of the source: *; · = not tested or not shown; [ ] = another dose, or the depositor's remark.

1. C/C(=N\NC(=O)C(c1ccncc1)N1CCOCC1)c1ccc(Br)cc1 (stereo not drawn)
2. CSc1oc(-c2ccco2)nc1S(=O)(=O)c1ccccc1
3. Cc1cc(NC(=O)CCC(=O)N(c2ccc(F)cc2)C2(C(=O)NC3CCCCC3)CCCC2)no1
4. O=C(Cn1cnc2c(cnn2-c2ccc(F)cc2)c1=O)NCc1ccco1
5. CC(C)C1Oc2ccccc2N(CC(=O)N(Cc2ccccn2)C2CC2)C1=O (stereo not drawn)
6. CCOc1ccc(CNc2ccc(N3CCOCC3)c(C(=O)O)c2)cc1
7. Cc1cc(C)cc(OCC(=O)OCC(=O)N2CC(=O)Nc3ccccc32)c1
8. COc1ccc(OC)c(-c2nc(C(N)=O)c3[nH]c(=O)n(-c4ccc(F)cc4)c3n2)c1
9. Cc1cccc(C)c1NC(=O)COC(=O)c1ccc(N2CCCC2)c([N+](=O)[O-])c1
10. COc1ccc(OCCC(=O)OCC(=O)NCc2ccco2)cc1
compound no.	1	2	3	4	5	6	7	8	9	10
FXIIa inh 1536	14	6	14	15	7	6	6	10	13	11
Cl transport mod	-0.23	0.82	-0.0046	·	-0.27	-0.66	0.031	0.15	-0.4	-0.57
thrombin 1536	-2	-5	1	2	-6	-4	-3	-2	0	3
Wee1 stabilizer	-1	-1	-1	1	-1	1	2	-1	-2	2
PERK inhibitor	0.6	2.7	-1.0	-0.8	-0.5	1.0	0.9	-0.6	2.2	0.5
KLK5 inh	-23	-18	8	6	-1	3	5	-14	-11	-120
p97 ATPase inh	0	0	-7	3	6	3	-1	2	4	5
FXIa inh	8	-1	-2	6	-7	1	-1	3	5	-4
Furin inh	-29	-9	7	-18	0[20 µM]	-16[20 µM]	-20	-31	-30	-26

Full records from above.
Cc1cc(C)cc(OCC(=O)OCC(=O)N2CC(=O)Nc3ccccc32)c1 is entered as FXIIa inh 1536 = 6; Cl transport mod = 0.031; thrombin 1536 = -3; Wee1 stabilizer = 2; PERK inhibitor = 0.9; KLK5 inh = 5; p97 ATPase inh = -1; FXIa inh = -1; Furin inh = -20
CSc1oc(-c2ccco2)nc1S(=O)(=O)c1ccccc1 is entered as FXIIa inh 1536 = 6; Cl transport mod = 0.82; thrombin 1536 = -5; Wee1 stabilizer = -1; PERK inhibitor = 2.7; KLK5 inh = -18; p97 ATPase inh = 0; FXIa inh = -1; Furin inh = -9
COc1ccc(OCCC(=O)OCC(=O)NCc2ccco2)cc1 is entered as FXIIa inh 1536 = 11; Cl transport mod = -0.57; thrombin 1536 = 3; Wee1 stabilizer = 2; PERK inhibitor = 0.5; KLK5 inh = -120; p97 ATPase inh = 5; FXIa inh = -4; Furin inh = -26

Continuation:
11. COc1cc(NC(=O)Cn2nc(C(F)(F)F)c3c2CCCC3)cc(OC)c1OC
12. COc1cc([N+](=O)[O-])cc(/C=N/N(CCC#N)C(C)=O)c1O
13. O=C(COc1ccc(Cl)cc1Cl)N/N=C/CCc1ccccc1
14. COC(=O)c1sc2[nH]c(=S)n(N)c(=O)c2c1C
15. CCOc1ccc(-c2nn3c(-c4ccccc4)nnc3s2)cc1
16. COc1ccccc1Nc1nc(NCCCN(C)C)nc(N)c1[N+](=O)[O-]
17. NS(=O)(=O)c1ccc(CCNC(=O)CSc2nc3ccsc3c(=O)n2C2CC2)cc1
18. CCOc1ccc(S(N)(=O)=O)cc1-c1nc2c(C(C)(C)C)nn(C)c2c(=O)[nH]1
19. O=C(O)CC1=C(c2ccc(F)cc2)CCC1=O
20. Cc1ccc(C(c2nnnn2CC2CCCO2)N2CCN(c3cccc(C)c3C)CC2)cc1 (stereo not drawn)
compound no.	11	12	13	14	15	16	17	18	19	20
FXIIa inh 1536	6	4	2	7	4	13	0	4	2	10
Cl transport mod	-0.28	0.92	·	-0.48	-0.0091	-0.21	0.35	-0.015	0.65	-0.98
thrombin 1536	-5	-5	3	-27	2	2	-9	-2	1	0
Wee1 stabilizer	3	2	1	-1	2	-1	0	-3	2	-1
PERK inhibitor	-0.8	0.6	0.6	0.6	0.1	-2.2	0.0	-2.1	0.1	-0.1
KLK5 inh	-1	-2	17	-4	4	4	1	-1	-6	-24
p97 ATPase inh	-2	4	0	4	-7	1	0	0	0	1
FXIa inh	-2	-3	-3	-8	4	1	-4	0	-2	-6
Furin inh	-9[20 µM]	-14	-13[20 µM]	-23	-17[20 µM]	4	-13	-8	-15	-6

21. Cc1ccnc(NC(c2ccsc2)c2ccc3ccc(C)nc3c2O)c1 (stereo not drawn)
22. CCc1c(C(=O)O)[nH]c2ccc(Br)cc12
23. COc1ccc(C(=O)CSc2nnn(-c3cccc(NC(C)=O)c3)n2)cc1
24. CN1CCN(c2nc3ccccn3c(=O)c2/C=C(\C#N)S(=O)(=O)c2ccc(Cl)cc2)CC1
25. COc1ccc(C(=O)c2cnc3ccccc3c2-c2ccccc2)cc1
26. Clc1cccc2sc(N3CCN(c4ccccc4)CC3)nc12
27. O=C(NCc1ccccc1)c1onc(CSc2ccccn2)c1C(=O)NCc1ccccc1
28. COc1cc(/C=N/Nc2nncn2N)ccc1OCc1c(C)no[n+]1[O-]
29. CC(C)=CCOc1ccc2ccc(=O)oc2c1
30. Cc1nc(SCC(=O)N(C)C2CCCCC2)[nH]c(=O)c1Cc1ccccc1
compound no.	21	22	23	24	25	26	27	28	29	30
FXIIa inh 1536	4	10	12	12	6	1	12	2	7	7
Cl transport mod	2.5	-0.48	0.55	-1.1	-0.64	-0.82	-0.41	0.67	0.067	-0.15
thrombin 1536	2	-4	3	5	-1	-11	4	-2	2	-4
Wee1 stabilizer	-3	5	-1	1	-1	-2	·	1	0	2
PERK inhibitor	-0.6	0.4	-0.4	-0.9	-0.1	-0.1	·	2.7	1.4	0.1
KLK5 inh	-24	-7	-5	3	-15	-10	3	1	2	-1
p97 ATPase inh	-1	8	-9	0	-1	1	·	8	2	1
FXIa inh	2	-6	0	6	-1	-3	2	9	-1	0
Furin inh	-11	-32	-8	1	-5[20 µM]	-16	-25	-6	-49	-4[20 µM]

31. COc1ccc(N=Cc2ccc(CNS(=O)(=O)c3ccc(Cl)cc3)o2)cc1
32. CCOC(=O)N1CCN(C(=O)CN(C)S(=O)(=O)c2ccc3c(c2)C(C)(C)C(=O)N3C)CC1
33. CC1CN(C(=O)c2ccccc2Sc2ccccc2C#N)CC(C)O1 (stereo not drawn)
34. Cc1nc(-n2ncc(C#N)c2N)c2c3c(sc2n1)CCC3
35. COc1ccc2cc3c(N)nn(C(=O)c4ccc(F)cc4)c3nc2c1
36. COc1ccc(/C=C/C(=O)c2ccc3ccccc3c2O)cc1CN1CCOCC1
37. N#Cc1c(NC(=S)NC(=O)c2ccccc2)sc2c1CCCC2
38. O=c1[nH]c2ccccc2n1C1CCCCC1
39. COc1ccccc1C(=O)C1CCCN(C(=O)CCn2cnnn2)C1 (stereo not drawn)
40. O=C(/C=C/c1cccs1)NC1CC1
compound no.	31	32	33	34	35	36	37	38	39	40
FXIIa inh 1536	-10	5	0	-8	7	14	6	14	4	10
Cl transport mod	0.62	·	·	·	0.65	0.032	0.011	0.0076	-0.01	0.63
thrombin 1536	-2	6	-3	-3	-3	18	-11	1	-3	-23
Wee1 stabilizer	1	0	-2	-4	0	-3	-1	0	-1	2
PERK inhibitor	0.8	-0.5	-1.4	0.0	-1.1	-0.9	0.4	-0.3	-0.1	0.3
KLK5 inh	16	6	-10	2	-2	-6	-14	-31	0	0
p97 ATPase inh	2	1	0	3	9	-8	2	-2	4	4
FXIa inh	-6	6	-4	3	-1	3	2	2	-2	-5
Furin inh	-16	-15	-11[20 µM]	-16[20 µM]	-21	-12	-23	0[20 µM]	2	-24

Random excerpt: five entries already listed, in no set order.
32. CCOC(=O)N1CCN(C(=O)CN(C)S(=O)(=O)c2ccc3c(c2)C(C)(C)C(=O)N3C)CC1
35. COc1ccc2cc3c(N)nn(C(=O)c4ccc(F)cc4)c3nc2c1
39. COc1ccccc1C(=O)C1CCCN(C(=O)CCn2cnnn2)C1 (stereo not drawn)
38. O=c1[nH]c2ccccc2n1C1CCCCC1
37. N#Cc1c(NC(=S)NC(=O)c2ccccc2)sc2c1CCCC2
compound no.	32	35	39	38	37
FXIIa inh 1536	5	7	4	14	6
Cl transport mod	·	0.65	-0.01	0.0076	0.011
thrombin 1536	6	-3	-3	1	-11
Wee1 stabilizer	0	0	-1	0	-1
PERK inhibitor	-0.5	-1.1	-0.1	-0.3	0.4
KLK5 inh	6	-2	0	-31	-14
p97 ATPase inh	1	9	4	-2	2
FXIa inh	6	-1	-2	2	2
Furin inh	-15	-21	2	0[20 µM]	-23

Other structures follow.
41. COC(=O)[C@H](CCSC)NC(=O)NCc1cccs1
42. Cc1ccccc1NC1=C(Cl)C(=O)OC1OC(C)C (stereo not drawn)
43. N#CC1=C(N)N2C(=C(C#N)C13CCCC3)Nc1ccccc12
44. c1ccc(CCN=C2CCCc3c2[nH]c2ccccc32)cc1
45. O=C(NC(=S)NCCN1CCOCC1)c1ccccc1Br
46. COC(=O)c1cc2ccsc2n1CC(=O)NCC1CCCO1 (stereo not drawn)
47. COc1ccccc1N1Cc2ccccc2C1
48. Cc1ccc(NC(=O)CN(C)C(=O)COc2c(Cl)cc(Cl)c3ccc(C)nc23)cc1
49. c1ccc(Cn2nnnc2-c2ccco2)cc1
50. O=C(N1CCOCC1)C1(c2ccc(Cl)cc2)CCCC1
compound no.	41	42	43	44	45	46	47	48	49	50
FXIIa inh 1536	19	11	11	1	15	26	4	9	5	1
Cl transport mod	·	0.86	-1	-2	0.61	·	-0.26	0.16	-0.24	0.42
thrombin 1536	5	-1	-5	-2	-5	-1	2	-13	-7	-6
Wee1 stabilizer	2	2	3	2	0	2	-1	0	-1	1
PERK inhibitor	-0.6	1.6	0.0	0.2	-0.7	-0.7	0.4	0.6	1.1	-0.9
KLK5 inh	-17	-4	8	1	-9	-9	-8	-13	-1	-10
p97 ATPase inh	1	2	-3	12	2	2	2	2	-1	0
FXIa inh	10	3	2	2	6	21	-3	-5	4	-5
Furin inh	-26	-20[20 µM]	-10	-16	-23	-28	0[20 µM]	-19	-10[20 µM]	-18[20 µM]

51. CSc1nc(Cl)c(C#N)c(-c2ccc(C)cc2)n1
52. O=C(O)/C=C/c1ccc(OCCCF)cc1
53. Oc1ccccc1C=NC(c1ccccc1)C(O)c1ccccc1 (stereo not drawn)
54. O=C(N/N=C/c1ccc(OCc2ccccc2)cc1)c1ccc(O)cc1
55. O=C(c1ccccn1)N(Cc1ccco1)C1(C(=O)NC2CCCC2)CCCCC1
compound no.	51	52	53	54	55
FXIIa inh 1536	21	8	15	8	28
Cl transport mod	-1.5	-0.63	-0.52	-2.7	0.69
thrombin 1536	7	0	0	·	-7
Wee1 stabilizer	-1	2	-1	-1	4
PERK inhibitor	0.0	0.7	1.1	0.5	-1.1
KLK5 inh	5	4	-12	-2	17
p97 ATPase inh	-4	6	5	1	-6
FXIa inh	3	2	15	4	14
Furin inh	-8	-19	-21	-7	-19[20 µM]
